hERG WT inh = KCNH2 (human, wildtype) channel inhibition; U2OS, BacMam KCNH2, thallium flux FluxOr; stronger effect = lower value; activity change, % at 1.84 µM; hit rate 0.37% among 340,000; AID 720551;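 active = maximum activity change below -70%; inconclusive = maximum activity change between -70% and -50%; inactive = maximum activity change above -50%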; also: % is scaled to controls: 0 for no effect and ±100 for the full control effect
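U2OS cells were transduced with wild-type KCNH2 virus (2.03 x 10^8 / mL) for 4 h at room temperature, then cultured overnight at 37 C. Thallium flux was read with FluxOr dye. Rate constants were normalized to DMSO controls.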
Chronic BCR inh = chronic active BCR signaling inhibition; ABC-DLBCL IkBa-CBG/CBR reporter, luminescence ratio, 4 h; AID 493014; Potency, µM (titrated, usually from 46.1 µM), for the others: top-dose ratio change, negative = lower green/red ratio, hits mostly inhibitors; hit rate 0.05% among 340,000; active = well fitted inhibition curve with a large enough effect in the signal ratio, with a control signal flat, not every such curve was filed as active; inconclusive = small, poorly fitted or top-dose-only effect, or effect the other way, or a change in a side signal; the % refers to the signal ratio;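 also: potency is read from the fitted curve at half-maximal effect; plate controls were basal doxycycline-induced cells for no effect and cells given 10 µM MG132 for full effect; MG132 reads +100%, hits lower the ratio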
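TMD8 human ABC-DLBCL cells with doxycycline-inducible IκBα–green luciferase fusion and unfused red luciferase, in 0.5% FBS medium; compounds up to 46 uM, 4 h at 37C. Green/red luminescence ratio, filter-overlap corrected, fitted to concentration-response curves.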
GALK inhibitor = blocks human galactokinase activity; Purified GALK, Kinase-Glo residual ATP luminescence; Potency, µM (titrated, usually from 57.5 µM), for inactives: at the top dose activity change, negative = inhibition, actives largely listed as inhibitors; hit rate 0.007% among 270,000; AID 1868; also: potency is read from the fitted curve at half-maximal effect; % is scaled to controls: 0 for no effect and ±100 for the full control effect
Target sequence (P51570 whole entry, looked up): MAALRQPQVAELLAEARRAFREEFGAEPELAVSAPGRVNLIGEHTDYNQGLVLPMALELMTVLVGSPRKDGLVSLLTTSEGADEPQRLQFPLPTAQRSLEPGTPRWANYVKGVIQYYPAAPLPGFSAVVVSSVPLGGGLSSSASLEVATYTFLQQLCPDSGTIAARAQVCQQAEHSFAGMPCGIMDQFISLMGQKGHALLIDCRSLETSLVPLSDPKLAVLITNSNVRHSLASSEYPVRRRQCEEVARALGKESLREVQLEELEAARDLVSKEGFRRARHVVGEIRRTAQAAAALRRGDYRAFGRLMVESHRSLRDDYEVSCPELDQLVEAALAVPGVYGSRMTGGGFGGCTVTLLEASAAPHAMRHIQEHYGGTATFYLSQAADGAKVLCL
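Kinase-Glo Plus luminescence measured ATP left after a 1 h room-temperature reaction. The reaction used 5 nM GALK, 100 uM galactose and 35 uM ATP at pH 8.0 (20 mM HEPES, 5 mM MgCl2, 60 mM NaCl, 1 mM DTT, 0.01% BSA).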
Eya2 inh = Eya2 (human) phosphatase inhibition. recombinant Eya2, OMFP fluorescence dephosphorylation (OMFP is methylfluorescein phosphate). AID 488837. O00167. Potency, µM (highest dose often 76.9 µM), for inactives: at the highest dose activity, negative = inhibition, actives largely listed as inhibitors. hit rate 0.006% among 330,000; also: potency is read from the fitted curve at half-maximal effect; % is scaled to controls: 0 for no effect and ±100 for the full control effect
Target sequence (O00167 whole entry, looked up): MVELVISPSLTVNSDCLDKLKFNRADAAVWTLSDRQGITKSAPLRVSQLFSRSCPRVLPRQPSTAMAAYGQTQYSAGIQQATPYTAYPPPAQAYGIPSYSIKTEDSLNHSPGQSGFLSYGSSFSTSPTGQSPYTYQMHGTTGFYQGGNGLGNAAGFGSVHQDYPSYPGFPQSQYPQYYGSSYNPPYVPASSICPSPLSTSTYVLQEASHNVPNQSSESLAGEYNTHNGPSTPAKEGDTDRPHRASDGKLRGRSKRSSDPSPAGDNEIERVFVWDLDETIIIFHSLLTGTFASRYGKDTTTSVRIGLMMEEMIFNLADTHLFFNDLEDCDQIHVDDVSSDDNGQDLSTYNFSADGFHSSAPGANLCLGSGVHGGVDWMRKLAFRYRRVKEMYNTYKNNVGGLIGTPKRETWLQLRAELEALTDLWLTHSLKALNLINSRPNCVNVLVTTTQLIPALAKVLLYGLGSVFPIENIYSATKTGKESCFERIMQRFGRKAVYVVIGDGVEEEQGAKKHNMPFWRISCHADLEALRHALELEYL
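Eya2 protein (added as 0.2 uM solution) was preincubated with compound for 10 min at ambient temperature in 50 mM HEPES pH 7.5, 50 mM NaCl, 5 uM MgCl2, 0.05% BSA, 1 mM DTT. OMFP (added at 50 uM) then reacted 10 min; fluorescence read at 485/525 nm.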
USP2a block = USP2a (human) protease inhibition | hit rate 0.01% among 330,000 | USP2 core, Ub-CHOP2 coupled fluorogenic reporter, 485/531 | O75604 | Potency, µM (top dose mostly 38.3 µM), without a hit: top-dose activity change, negative = inhibition, actives largely listed as inhibitors;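 also: potency is read from the fitted curve at half-maximal effect; plate controls were DMSO wells for no effect and full inhibition by NEM control for full effect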
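USP2 core (10nM final) preincubated 30min RT with compound in 20mM Tris-HCl pH 8.0, 2mM CaCl2, 2mM beta-mercaptoethanol, 0.05% CHAPS; 25nM Ub-CHOP2 plus 25nM reporter substrate added, fluorescence (Ex485/Em531) read after 60min.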
PKM2 activator = PKM2 (human) enzyme activation; Potency, µM (doses to about 57.5 µM), inactives show at the top dose activation, actives largely listed as activators; purified PKM2, Kinase-Glo ATP luminescence, activation; response scale: 0% is enzyme alone, no compound; hit rate 0.34% among 260,000; P14618; also: potency is read from the fitted curve at half-maximal effect; % is scaled to controls: 0 for no effect and ±100 for the full control effect; nearly all actives have a fitted effect of over 55% in size
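Purified hPK-M2 (>95%) run at intermediate activity with 0.1 mM ADP and 0.5 mM PEP in 50 mM imidazole pH 7.2, KCl, MgCl2; 1 h room temperature. ATP formed read by Kinase-Glo luminescence; normalized to uninhibited and no-enzyme controls.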
Mito fusion yeast = blocks mitochondrial division or promotes mitochondrial fusion; S. cerevisiae fusion-defective mutant growth rescue, CellTiterGlo 48 h; hit rate 0.23% among 320,000; Potency, µM (series often up to 46.1 µM), for the others: at the top dose growth rescue (activation), most hits filed as activators;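 also: potency is read from the fitted curve at half-maximal effect; % of control where 0% means no effect; nearly all actives have a fitted effect of over 45% in size; temperature-sensitive fusion mutants such as fzo1-1 at 37 °C on non-fermentable ethanol glycerol medium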
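Compounds are tested for their ability to restore growth of mitochondrial fusion-defective yeast strains at non-permissive 37C in YPEG medium over 48 hours. Viability is quantified by luciferase luminescence.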
TSHR antag = blocks TSH signaling through the human TSH receptor; P16473; hit rate 0.2% among 330,000; activity change, negative = inhibition, % at 11.5 µM; TSHR-expressing cells, TSH-stimulated cAMP HTRF, 2 h; stronger effect = lower value;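 active = activity change below a set negative limit, meaning inhibition stronger than a set level, cut at about -70% in these data; inconclusive = activity change between two set negative limits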; also: % is scaled to controls: 0 for no effect and ±100 for the full control effect
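Antagonism was scored as loss of TSH-driven cAMP in TSHR cells, stimulated with 4nM TSH (EC80) for 2 hours at 37 deg C and detected by homogeneous HTRF competition immunoassay.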
ASM inhibitor = inhibitors of human secretory acid sphingomyelinase; P17405; placental ASM, HMU-PC fluorogenic substrate, 60 min; Potency, µM (top dose mostly 57.5 µM), inactives show at the highest dose activity change, negative = inhibition, hits mostly inhibitors; hit rate 0.006% among 340,000; also: potency is read from the fitted curve at half-maximal effect
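Human placenta-derived ASM enzyme was preincubated with compound for 10 minutes at room temperature, then given fluorogenic substrate HMU-PC0 (9 uM final) for 60 minutes at 37 °C; a pH 10 stop preceded fluorescence reading at Ex 386/Em 447 nm.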
Menin MLL FP TR = displaces Texas Red mutant MLL peptide from human menin. Menin + Texas Red MLL mutant peptide, fluorescence polarization. AID 1768. hit rate 0.23% among 270,000. Potency, µM (highest dose often 61.6 µM), without a hit: top-dose FP activity change, negative = inhibition, actives largely listed as inhibitors. O00255; active = well fitted inhibition curve with a large enough effect in the polarisation, with a control signal flat, not every such curve was filed as active; inconclusive = small, poorly fitted or top-dose-only effect, or effect the other way, or a change in a side signal; inactive = no such curve, though single readings can be large or run the other way; the % refers to the polarisation; also: potency is read from the fitted curve at half-maximal effect; % of control where 0% means no effect; many of its hits are not listed in these tables
MBNL1-CUG inh = inhibitors of human MBNL1 binding to CUG repeat RNA | Potency, µM (top dose mostly 57.5 µM), inactives show at the top dose activity change, negative = inhibition, hits mostly inhibitors | Q9NR56 | AID 2675 | hit rate 0.036% among 280,000 | TR-FRET MBNL1-His/biotin-(CUG)12 binding, 665/545 ratio; active = well fitted inhibition curve with a large enough effect in the signal ratio, with a control signal flat, not every such curve was filed as active; inconclusive = small, poorly fitted or top-dose-only effect, or effect the other way, or a change in a side signal; inactive = no such curve, though single readings can be large or run the other way; the % refers to the signal ratio; also: potency is read from the fitted curve at half-maximal effect; % is scaled to controls: 0 for no effect and ±100 for the full control effect
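His-tagged MBNL1 binding to biotinylated (CUG)12 RNA was measured by TR-FRET using terbium anti-His antibody (0.055 ng/ul final) and streptavidin-XL665 (5 nM final). Compounds were titrated 92 nM to 58 uM; 60 min at room temperature.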
* marks the source's active call; other numbers are inactive results; ? = inconclusive; / = not tested or not shown; & = joins results of further samples; [ ] = dose if it differs, or a comment. Unless noted, calls follow the shape of the dose curve; as a rule, active = well fitted curve in the direction sought with a large enough effect; inconclusive = small, poorly fitted or top-dose-only effect, or another doubt; inactive = no such curve, though single readings can be large; an effect the other way counts as inactive or inconclusive.

SMILES	hERG WT inh	Chronic BCR inh	GALK inhibitor	Eya2 inh	USP2a block	PKM2 activator	Mito fusion yeast	TSHR antag	ASM inhibitor	Menin MLL FP TR	MBNL1-CUG inh
CN(C)S(=O)(=O)c1ccc2nnn(OCC(=O)NC3CCS(=O)(=O)C3)c2c1 (stereo not drawn)	-7	-1%	/	-6%	-1%	/	-2%	-5	3%	/	/
CNS(=O)(=O)c1cc(-c2nnc(Nc3ccc(CC(N)=O)cc3)c3ccccc23)ccc1C	-1	?	-6%	-6%	0%	7%	1%	2	-1%	5%	?
COc1ccc(NC(C)C(=O)N2CCN(Cc3ccccc3)CC2)cc1 (stereo not drawn)	-7	-8%	7%	3%	-1%	6%	1%	-2	2%	-11%	-10%
Cc1ccccc1-n1ccnc1SCC(=O)NC1CCCC1	-2	-9%	-4%	-1%	-1%	1%	-2%	1	3%	-16%	-2%
O=C(CSc1nc2ccccc2c(=O)n1CCCO)N1CCc2ccccc21	2	-1%	0%	0%	1%	-14%	-1%	21	-1%	10%	-6%
S=c1[nH]nc(-c2cccc(Cl)c2)n1/N=C/c1ccc(-c2ccccc2Br)o1	-1	?	-7%	-1%	-1%	5%	1%	0	-3%	/	/
CC(=O)N1CN(S(=O)(=O)c2ccc(C)cc2)CC1C (stereo not drawn)	-11	2%	0%	6%	5%	-4%	3%	-7	4%	6%	-7%
O=C(COC(=O)CNS(=O)(=O)c1ccc(F)c(F)c1F)NC1CC1	24	4%	/	11%	1%	/	1%	-11	2%	/	/
CN(CC(=O)Nc1ccc(OC(F)F)cc1)S(=O)(=O)/C=C/c1ccccc1	-25	2%	/	-10%	-8%	/	/	-3	-8%	/	/
CSC1=NCCN1C(=O)C12CC3CC(CC(C3)C1)C2	0	?	-2%	-1%	1%	-18%	-1%	-17	3%	0%	-4%
O=[N+]([O-])c1ccccc1S(=O)(=O)N1CCN(S(=O)(=O)c2ccc3c(c2)OCCO3)CC1	/	0%	/	7%	3%	/	/	-20	-1%	/	/
COc1ccc(Cl)cc1C(=O)NCCCSc1ccccc1	-11	?	16%	-14%	2%	-1%	11%	-7	-4%	-7%	-2%
O=C(c1ccco1)N1CCN(C(=O)C2CCN(S(=O)(=O)c3cccs3)CC2)CC1	13	?	-1%	-8%	2%	14%	4%	0	2%	13%	-1%
Nc1ncnc2c1ncn2[C@@H]1O[C@H](CNC(=O)[C@@H](N)Cc2ccc(C(F)(F)F)cc2)[C@@H](O)[C@H]1O	-7	?	/	3%	2%	/	/	-7	7%	/	/
CC(C)c1ccc(OCC(=O)Nc2ccc(S(=O)(=O)Nc3ccccn3)cc2)cc1	1	-1%	-1%	22%	2%	/	0%	-10	-4%	/	31%[activator]
Nc1ccc2nc(SCc3ccccc3F)sc2c1	-2	?	/	10%	2%	3%	18%	-4	-3%	/	-19%
CCOC(=O)c1nn(-c2ccc(OC)cc2)c(=O)c2c(N)scc12	-1	4%&0%	1%	-8%&5%	0%&0%	1%	6%&-2%	-4&-1	-10%	24%	35%[activator]
Cc1ccc(S(=O)(=O)Nc2cc3c4c(c2)CCC(=O)N4CCC3)cc1	-2	-27%	/	10%	0%	/	-2%	4	3%	/	/
CN(C)C(=O)CN1C(=O)NC(c2ccccc2)(c2ccccc2)C1=O	-1	-5%	7%	-9%	-4%	2%	-1%	-3	0%	-2%	6%
Cn1nc(C(=O)OCC(=O)Nc2ccccc2[N+](=O)[O-])c2ccccc2c1=O	7	0%	/	16%	3%	/	6%	43	1%	/	/

Compounds shown so far that have fluorine:
SMILES	hERG WT inh	Chronic BCR inh	GALK inhibitor	Eya2 inh	USP2a block	PKM2 activator	Mito fusion yeast	TSHR antag	ASM inhibitor	Menin MLL FP TR	MBNL1-CUG inh
O=C(COC(=O)CNS(=O)(=O)c1ccc(F)c(F)c1F)NC1CC1	24	4%	/	11%	1%	/	1%	-11	2%	/	/
CN(CC(=O)Nc1ccc(OC(F)F)cc1)S(=O)(=O)/C=C/c1ccccc1	-25	2%	/	-10%	-8%	/	/	-3	-8%	/	/
Nc1ncnc2c1ncn2[C@@H]1O[C@H](CNC(=O)[C@@H](N)Cc2ccc(C(F)(F)F)cc2)[C@@H](O)[C@H]1O	-7	?	/	3%	2%	/	/	-7	7%	/	/
Nc1ccc2nc(SCc3ccccc3F)sc2c1	-2	?	/	10%	2%	3%	18%	-4	-3%	/	-19%

The list goes on:
SMILES	hERG WT inh	Chronic BCR inh	GALK inhibitor	Eya2 inh	USP2a block	PKM2 activator	Mito fusion yeast	TSHR antag	ASM inhibitor	Menin MLL FP TR	MBNL1-CUG inh
Cc1ccc(S(=O)(=O)N(C)Cc2nc(-c3ccncc3)no2)cc1	-2	-8%	2%	6%	-1%	-6%	10%	-13	0%	-19%	5%
COc1ccccc1NC(=O)N1c2ccccc2NC(=O)CC1C (stereo not drawn)	0	-14%	0%	13%	-1%	-3%	3%	5	-2%	/	/
N/C(=N\OC(=O)c1cccc2ccccc12)c1ccccn1	-2	?	-2%	-4%	4%	1%	-6%	4	-2%	/	15%
COc1ccc(-c2csc(NC(=O)CSc3nnc(Nc4ccccc4C)s3)n2)cc1	4	-5%	-3%	-4%	-1%	-8%	-4%	-8	0%	?	19%
CCOC(=O)c1ccc(NC(=O)CSc2nc(C)cc(=O)[nH]2)cc1	-10	3%	-1%	-28%	-1%	0%	2%	-3	-2%	?	1%
O=C(NN1CCOCC1)c1ccccc1F	-5	0%	2%	6%	4%	-3%	-2%	4	6%	5%	-5%
O=C(O)CSc1c2c(nc3cc(C(=O)Nc4cccc(C(F)(F)F)c4)ccc13)CCC2	3	5%	-2%	12%	2%	/	-5%	0	-10%	/	27%
Cc1ccc(SCC(=O)OCC(=O)NCC2CCCCC2)cc1C	-31	3%	/	-24%	0%	/	-3%	-7	5%	/	/
CC1=C([N+](=O)[O-])C(c2ccccc2C(F)(F)F)NC(=O)N1C (stereo not drawn)	-7	?	-3%	15%	1%	-1%	-11%	-9	1%	/	22%
CN(C)C(=O)C[n+]1cccc(/C=N/O)c1	-7	-2%	/	7%	5%	-4%	-4%	5	2%	0%	9%
Cc1ccc(S(=O)(=O)N2CCN(S(C)(=O)=O)C2C)cc1 (stereo not drawn)	15	1%	/	1%	2%	/	2%	-5	/	/	/
CCOC(=O)COc1ccc(Br)cc1/C=C1\SC(N)=NC1=O	27	-5%	7%	0%	2%	3%[11.5 µM]	0%	-13	17%	-4%	11%
Cc1nc(COc2ccc(C(=O)Nc3ccccc3N3CCOCC3)cc2)cs1	-15	?	0%	11%	3%	/	28%	16	-4%	?	-3%
CC(C)(C)c1nc(-c2ccccc2)nc2c1OCCC2	3	6%	/	12%	-1%	/	13%	9	-4%	/	/
C#CCSc1[nH]c(=O)cc(C)c1C#N	-4	3%	5%	15%	1%	6%	-4%	19	5%	-3%	-4%
CCOc1ccc(N2CC(C(=O)Nc3ccccc3F)CC2=O)cc1 (stereo not drawn)	-8	-6%	3%	18%	0%	-2%	2%	12	6%	3%	-9%
Cc1cc(NC(=O)Cn2c(C)nc3ccccc3c2=O)ccc1Br	5	9%	0%	9%	0%	-1%	-1%	-6	-4%	14%	5%
CCOC(=O)CC/C(C)=N\N=C1\SC(CC(=O)O)C(=O)N1c1ccccc1 (stereo not drawn)	2	14%	2%	-1%	4%	3%	-4%	-1	1%	/	8%
CCCCNC(=O)CSc1nc2n[nH]c(C)c2c(=N)n1-c1cccc(Cl)c1C	-8	?	2%	-6%	0%	1%	-4%	7	3%	6%	70%[activator]

Some of the compounds tested; the hit share may differ from the screen's.
